# Screens as filed in PubChem BioAssay.
# GAA glycogen: qHTS Assay for Inhibitors and Activators of Human alpha-Glucosidase Cleavage of Glycogen; Potency, µM (doses to about 76.4 µM), without a hit: at the top dose activity change, negative = inhibition, actives largely listed as inhibitors; hit rate 0.38% among 300,000; recombinant GAA, glycogen substrate, Amplex Red glucose oxidase fluorescence; active = well fitted inhibition curve with a large enough effect; inconclusive = small, poorly fitted or top-dose-only effect, or another doubt; inactive = no such curve, though single readings can be large or run the other way;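 note: 0% = full enzyme reaction and -100% = no-enzyme basal signal; the screen sought inhibitors and activators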
#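 Recombinant human enzyme (4 nM); glycogen substrate; 37 C, 40 min, pH 5.0. Readout: coupled glucose oxidase/Amplex Red fluorescence.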
# * = called active by the depositor; ? = inconclusive; & = joins results of further samples; [ ] = another dose, or the depositor's remark. Potency is the fitted concentration of half-maximal effect.
SMILES,GAA glycogen
COc1ccccc1NC(=O)c1ccc2c(O)c(S(=O)(=O)c3ccccc3)c(=O)[nH]c2c1,-4%[76.3 µM]
Cc1ccc(C(=O)N[C@@H](Cc2ccccc2)C(=O)N2CCC3(CC2)NCCc2[nH]cnc23)cc1C,-2%[76.3 µM]
CC(C)(C)c1ccc(C(=O)N2CCC(c3noc(-c4ccc(S(=O)(=O)N5CCCC5)cc4)n3)CC2)cc1,9%[76.3 µM]
COc1ccc(C)cc1NC(=O)CCNS(=O)(=O)c1ccc2c(c1)CC(C)N2C(C)=O (stereo not given),-10%[76.3 µM]
O=C(CSc1cn(CC(=O)N2CCCCC2)c2ccccc12)Nc1ccc(C(F)(F)F)cc1,-2%[76.3 µM]
CCC(C(=O)Nc1ccc2c(c1)OCCO2)n1nnc2ccccc2c1=O (stereo not given),1%[76.3 µM]
CCOC(=O)C1CCN(Cc2cccc(Oc3ccccc3)c2)CC1,0%[76.3 µM]
COc1ccc(-c2cn(Cc3cccc(OC)c3)nn2)cc1,-7%[76.3 µM]
Cc1ccc(NC(=O)CC2Sc3ccccc3NC2=O)c(Br)c1 (stereo not given),8%[76.3 µM]
CCN(CC)CCNC(=O)c1ccc(CSc2nc3ccncc3n2Cc2cccc(F)c2)cc1,0%[76.3 µM]
CSc1ncc(Cl)c(C(=O)Nc2c(C(=O)c3ccc(C)cc3)oc3ccccc23)n1,7%[76.3 µM]
COc1ccc(CNCCC(c2ccc(OC)cc2)c2ccccc2OC)cc1 (stereo not given),4%
CCc1cccc(NC(=O)c2nnn(Cc3ccc(SC)cc3)c2N)c1,12%[76.3 µM]
O=C(N/N=C/c1cccs1)c1ccc2ccccc2c1,-6%[76.3 µM]
COc1ccc(S(=O)(=O)NCc2ccccn2)cc1NC(=O)c1ccccc1,-5%[76.3 µM]
O=C1C(Cl)=C(N2CCCC2)C(=O)N1c1ccccc1F,17%[76.3 µM]
COc1ccc(S(=O)(=O)N2CCCC(C(=O)NCCCn3ccnc3)C2)cc1OC (stereo not given),-2%
COc1cccc(CN2CCNC(=O)C2CC(=O)N(C)Cc2nc(C)cs2)c1OC (stereo not given),-1%[76.3 µM]
COc1ccc(/C=C(\NC(=O)c2ccco2)C(=O)Nc2ccc(C(C)=O)cc2)cc1,-2%[76.3 µM]
Cc1ccc(C(=O)NC(C)c2ccncc2)o1 (stereo not given),-1%[76.3 µM]
COc1cccc(N2CCC(N3CCN(C)C(CCO)C3)CC2)c1 (stereo not given),-9%[76.3 µM]
O=C1N=C(N2CCCCC2)S/C1=C\c1ccc(Cl)cc1,0%[76.3 µM]
Cc1ccc(C)c(NC(=O)CC2Oc3ccccc3NC2=O)c1 (stereo not given),0%
CCOC(=O)CSc1nc2c(cnn2-c2ccc(Cl)cc2)c(=O)[nH]1,7%
CC(=O)Nc1ccc(S(=O)(=O)Nc2ccccc2C(=O)N2CCCC2)cc1,3%
Cc1nnc(N2CCN(c3ccccc3)CC2)c2c1nnn2Cc1ccc(F)cc1,-6%[76.3 µM]
COc1ccc(-c2noc(-c3ccccc3OCC(=O)Nc3ccc(C(C)=O)cc3)n2)cc1,-22%[76.3 µM]
COc1ccc(NS(=O)(=O)c2cc(-c3cnc(C4CC4)o3)ccc2C)cc1,-22%[76.3 µM]
COc1cccc(NS(=O)(=O)c2ccc3[nH]cc(C(=O)NC4CCCCC4)c(=O)c3c2)c1,-10%[76.3 µM]
COc1ccc(-c2cn3c(C)c(C(=O)NC(C)(C)C)sc3n2)cc1,3%[76.3 µM]
COc1ccccc1C(=O)N/N=C(\C)CC(=O)Nc1ccc2c(c1)OCCO2,5%
CC(CNC(=O)C1CCN(C(=O)c2cc3sccc3n2C)CC1)c1ccccc1 (stereo not given),14%[76.3 µM]
Cc1ccccc1C(=O)OC1CCCN(C)C1 (stereo not given),19%[76.3 µM]
COc1ccc(N(C(=O)c2snc(C(N)=O)c2N)C(C(=O)NC2CCCC2)c2cc(OC)ccc2OC)cc1 (stereo not given),3%[76.3 µM]
COc1ccc(N2CCN(CC(=O)Nc3cc(C)cc(C)c3)CC2)cc1,10%[76.3 µM]
CCCC(C)NC(=O)C1CC(=O)N(CCc2ccc(F)cc2)C1 (stereo not given),0%[76.3 µM]
OC(c1nc2ccc(F)cc2[nH]1)C(O)c1nc2ccc(F)cc2[nH]1 (stereo not given),-1%
O=C(Cn1ncn2nc(-c3cccs3)cc2c1=O)NCc1ccc(Cl)cc1,18%[76.3 µM]
COc1ccc(S(=O)(=O)N2CCOC23CCN(C(=O)c2c(F)cccc2Cl)CC3)cc1,-2%[76.3 µM]
Cc1ccc(CN(C)C(=O)c2cc(COc3cccc(C(F)(F)F)c3)on2)o1,-15%[76.3 µM]

# Part of the list above, with values ahead of the structure.
GAA glycogen	smiles
0%	Cc1ccc(C)c(NC(=O)CC2Oc3ccccc3NC2=O)c1 (stereo not given)
7%	CCOC(=O)CSc1nc2c(cnn2-c2ccc(Cl)cc2)c(=O)[nH]1
3%	CC(=O)Nc1ccc(S(=O)(=O)Nc2ccccc2C(=O)N2CCCC2)cc1
-6%[76.3 µM]	Cc1nnc(N2CCN(c3ccccc3)CC2)c2c1nnn2Cc1ccc(F)cc1
-22%[76.3 µM]	COc1ccc(-c2noc(-c3ccccc3OCC(=O)Nc3ccc(C(C)=O)cc3)n2)cc1

# (next part)
SMILES,GAA glycogen
CCN(CCCNC(=O)CSc1cc(=O)n(C)c2cc(Cl)ccc12)c1cccc(C)c1,-5%[76.3 µM]
COc1ccc(Cl)cc1NC(=O)CCNS(=O)(=O)c1cccc2nonc12,2%
CN(Cc1cnn(C)c1)C(=O)C1CCC(=O)N(C2CCCCCC2)C1 (stereo not given),-1%[76.3 µM]
COc1ccccc1NC(=O)CN1CCN(CC(=O)Nc2cc(C)ccc2OC)CC1,6%
CCCn1c(C(O)c2ccc(OC)c(OC)c2)nc2ccccc21 (stereo not given),-1%[76.3 µM]
C/C(=N/NC(=O)c1ccc(-c2ccccc2)cc1)c1cccc(O)c1,-23%[76.3 µM]
O=C(Nn1cnnc1)c1ccc(Cl)c(Cl)c1,-2%[76.3 µM]
COCCn1c(=O)[nH]c2cc(C(=O)Nc3ccc(OC)c(Cl)c3)ccc2c1=O,8%[76.3 µM]
Fc1ccc(C2Nc3cccc4cccc(c34)N2)cc1,2%
Cc1nn(C)cc1S(=O)(=O)Nc1ccc(C(F)(F)F)cc1,-9%[76.3 µM]
CCS(=O)(=O)c1nc(S(=O)(=O)c2ccc(C)cc2)c(N2CCCC(C)C2)s1 (stereo not given),-6%[76.3 µM]
Cc1ccc2c(c1)c1c(c(=O)n(-c3ccccc3C)c(=O)n1CC(=O)NCC1CCCO1)n2C (stereo not given),-2%[76.3 µM]
Cn1c(=O)c2sccc2n2c(CCC(=O)NCc3ccc(Cl)cc3)nnc12,-5%[76.3 µM]
CN1C(C(=O)Nc2ccc(F)cc2F)=CC(c2cccs2)=NS1(=O)=O,5%&1%[76.3 µM]
Cn1nc(C(=O)Nc2cc(F)ccc2F)c2c1-c1ccccc1SC2,9%[76.3 µM]
CSc1nn(Cc2ccc(Br)cc2)c(N(C(C)=O)C(C)=O)c1S(=O)(=O)c1ccccc1,1%[76.3 µM]
CCOC(=O)c1ccc(N2C(=O)C(CC(N)=O)N(NC(=O)c3cccc(F)c3)C2=S)cc1 (stereo not given),?
COc1ccc(NC(=O)Nc2nnc(N3CCCC3)s2)cc1,-10%[76.3 µM]
O=Cc1cc(CCC(=O)O)ccc1O,-15%[76.3 µM]
CCOc1ccc(S(=O)(=O)N(CC(=O)NCC2CCCO2)c2ccc(F)cc2)cc1 (stereo not given),10%

# 3 entries already listed, ordered by molar mass, low to high.
SMILES,GAA glycogen
Fc1ccc(C2Nc3cccc4cccc(c34)N2)cc1,2%
COc1ccc(NC(=O)Nc2nnc(N3CCCC3)s2)cc1,-10%[76.3 µM]
Cn1nc(C(=O)Nc2cc(F)ccc2F)c2c1-c1ccccc1SC2,9%[76.3 µM]

# (continued)
SMILES,GAA glycogen
Cc1ccc(S(=O)(=O)c2nnn3c2nc(NCc2ccc(F)cc2)c2sccc23)cc1,11%[76.3 µM]
Cc1ccc(S(=O)(=O)NNC(=O)Nc2ccccc2F)c(C)c1,?
O=C(NC1CCSc2ccccc21)c1ccc(F)cc1 (stereo not given),-11%[76.3 µM]
OCCC1CN(CC2CC2)CCN1Cc1ccc(F)c(F)c1 (stereo not given),-1%[76.3 µM]
COCCCNC(=O)c1sc2nc(C)c(C(=O)Nc3ccc(C)cc3C)c(-c3ccccc3Cl)c2c1N,-11%[76.3 µM]
CC(=O)N1CCN(Cc2nc3ccc(Cl)cc3n2CCO)CC1,-3%
Cc1cc2nc(-c3ccc[nH]c3=O)n(Cc3ccc(F)cc3)c2cc1C,1%
Cc1c(OCC(=O)N[C@@H](Cc2ccccc2)C(=O)O)ccc2c1oc(=O)c1ccccc12,-4%[76.3 µM]
CCCC1=NN2C(=N)/C(=C\c3ccc(OCCOc4ccc(NC(C)=O)cc4)c(OC)c3)C(=O)N=C2S1,-8%
CN(Cc1ccccc1)C(=O)c1ccc(NC2=NC3CS(=O)(=O)CC3S2)cc1 (stereo not given),17%[76.3 µM]
CCN(Cc1ccccc1)S(=O)(=O)c1cc(C(=O)OC)n(C)c1,-8%[76.3 µM]
COc1cc2c(cc1OC)[C@@H]1O[C@](CCCCN3C(=O)c4ccccc4C3=O)(C2)Oc2cc(C)n(-c3ccccc3)c(=O)c21,12%[15.3 µM]
CCOc1cc(/C=N\NC(=O)c2ccc(C)nc2)ccc1OC(=O)c1ccc(F)cc1,-5%
Cc1cc(-c2ccc(C)c(S(=O)(=O)Nc3ccc(S(N)(=O)=O)cc3)c2)on1,-2%[76.3 µM]
C#CCn1cc(Cl)cc(C(=O)Nc2ccccc2)c1=O,-4%
O=C(NNC(=O)C1CCCCC1)c1ccncc1,2%
Cc1ccc(C(C)C)c(OCCn2cc(C(=O)c3ccco3)c3ccccc32)c1,-2%[76.3 µM]
O=C(NCc1cccc(Cl)c1)C(=O)Nc1ccc2nc3n(c(=O)c2c1)CCCCC3,?
O=C(NCC1OCCCN1S(=O)(=O)c1ccc(F)cc1)C(=O)NC1CCCC1 (stereo not given),-13%[76.3 µM]
O=C(Nc1cccc(Cl)c1)c1c(NC(=O)C(F)(F)F)sc2c1CCCC2,-25%[76.3 µM]

# 3 of the entries above in order of their number in GAA glycogen, high to low.
SMILES,GAA glycogen
O=C(NNC(=O)C1CCCCC1)c1ccncc1,2%
Cc1cc2nc(-c3ccc[nH]c3=O)n(Cc3ccc(F)cc3)c2cc1C,1%
CC(=O)N1CCN(Cc2nc3ccc(Cl)cc3n2CCO)CC1,-3%

# (next part)
SMILES,GAA glycogen
CCOc1cc(/C=C2\SC(=Nc3ccc(CC)cc3)NC2=O)ccc1OCC(=O)O,-1%
CCC(=O)Oc1ccc(C2NC(=O)c3ccccc3O2)cc1OC (stereo not given),-12%[76.3 µM]
CC(C)C[C@H](NC(=O)c1cc2cc(Cl)ccc2n1C)C(=O)N1CCC[C@H]1C(=O)O,-5%[76.3 µM]
CCc1ccc2ncc(S(=O)(=O)c3ccc(Cl)cc3)c(N3CCN(CC)CC3)c2c1,-16%[76.3 µM]
CC(C)c1ccc(S(=O)(=O)NC2CCCC2)cc1,-6%[76.3 µM]
COc1ccc2[nH]c(C)c(CCNS(=O)(=O)c3cc(F)ccc3OC)c2c1,-2%[76.3 µM]
COc1ccc(CCCc2nnc(SCC(=O)Nc3ccc(C)cc3)o2)cc1,16%[76.3 µM]
COc1cccc(C2c3[nH]c4ccccc4c3C[C@H]3C(=O)N(c4ccccc4C(=O)NCCCN4CCOCC4)C(=O)N23)c1 (stereo not given in full),5%[76.3 µM]
O=c1[nH]nc(-c2ccc(NCCCO)c([N+](=O)[O-])c2)c2ccccc12,5%
COc1ccc(OC)c(C(=O)c2coc3ccc(O)c(CN(C)C)c23)c1,4%[76.3 µM]
CCCSc1ncc(Cl)c(C(=O)NCc2ccc(C)cc2)n1,-8%[76.3 µM]
O=C(NCc1cccc(Cl)c1)c1ccc2nc(N3CCOCC3)sc2c1,8%[76.3 µM]
CS(=O)(=O)/C(C#N)=C\c1cnc(S(=O)(=O)c2ccccc2)s1,-15%
Cc1cccc(N(C)S(=O)(=O)c2cc3c(cc2C)n(C)c(=O)c(=O)n3C)c1,13%[76.3 µM]
CN(C(=O)CC(=O)Nc1ccc2nc3n(c(=O)c2c1)CCCCC3)c1ccccc1F,-11%[76.3 µM]
CSc1nsc(SCC(=O)Nc2ccc(F)cc2)n1,-15%
Cc1ccc(C(=O)N2CCCC2)cc1S(=O)(=O)N1CCOCC1,0%[76.3 µM]
CC(C)c1ccc(NC2CCCN(C(=O)c3ccco3)C2)cc1 (stereo not given),-3%[76.3 µM]
O=C(CSc1nnc(-c2ccccc2Br)o1)N1CCOCC1,1%
Cc1c(CCC(=O)N2CCCCC2)c(=O)oc2cc3occ(C(C)(C)C)c3cc12,18%[76.3 µM]
COc1ccc(NC(=O)C2C3C=CC4(O3)C2C(=O)N(CCCN2CCCC(C)C2)C4C(=O)NC2CCCCC2)cc1 (stereo not given),-2%
CC(=O)c1cccc(NC(=O)CCNC(=O)c2ccccc2Cl)c1,0%
CNc1ccc(-c2nc(-c3ccccn3)no2)cc1[N+](=O)[O-],17%[76.3 µM]
Cc1ccc(C)c(N(CC(=O)NC2CCCC2)C(=O)CCC(=O)Nc2nccs2)c1,1%[76.3 µM]
Cc1cc(C)cc(OC(C)C(=O)NCCCn2ccnc2)c1 (stereo not given),3%

# A portion of the library; rates above refer to the full screens.
